Source: PubChem (The Scripps Research Institute Molecular Screening Center)
GSTO1 inh: counter-screen for RBBP9 inhibitors: inhibitors of human GSTO1; P78417; inhibition, % at 5.96 µM; actives 1.1% (n = 300,000); recombinant GSTO1, activity-based probe fluorescence polarization;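 active = inhibition above the campaign mean inhibition plus 3 SD, cut at about 35% in these data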;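 note: 0% = GSTO1-1 with DMSO and 100% = wells lacking GSTO1-1 enzyme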
Target sequence (P78417 whole entry, looked up): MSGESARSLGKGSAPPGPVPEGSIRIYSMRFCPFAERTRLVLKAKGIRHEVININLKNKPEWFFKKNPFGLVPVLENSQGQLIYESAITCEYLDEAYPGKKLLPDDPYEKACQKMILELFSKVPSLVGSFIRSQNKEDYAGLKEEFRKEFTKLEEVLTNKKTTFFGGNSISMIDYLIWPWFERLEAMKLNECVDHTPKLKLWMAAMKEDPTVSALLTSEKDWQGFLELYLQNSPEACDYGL
PAFAH1B3 FP inh: blocks human PAF acetylhydrolase 1B catalytic subunit 3; inhibition, % at 3.39 µM; recombinant PAFAH1B3, FP-rhodamine probe, fluorescence polarization; actives 0.28% (n = 340,000);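 active = inhibition above the screen-wide average of all tested compounds plus 3 SD, cut at about 25% in these data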;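 note: 0% = enzyme with DMSO only and 100% = wells lacking PAFAH1B3 protein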
PAFAH1B2 FP inh: blocks human PAF acetylhydrolase 1b catalytic subunit 2; recombinant PAFAH1B2, FP-rhodamine activity probe, fluorescence polarization; actives 1.2% (n = 340,000); inhibition, % at 3.39 µM; P68402;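 active = inhibition above the mean of all tested compounds plus 3 SD, cut at about 24% in these data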;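 note: 0% = enzyme with DMSO and 100% = wells lacking PAFAH1B2; many of its hits are not listed in these tables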
Target sequence (P68402 whole entry, looked up): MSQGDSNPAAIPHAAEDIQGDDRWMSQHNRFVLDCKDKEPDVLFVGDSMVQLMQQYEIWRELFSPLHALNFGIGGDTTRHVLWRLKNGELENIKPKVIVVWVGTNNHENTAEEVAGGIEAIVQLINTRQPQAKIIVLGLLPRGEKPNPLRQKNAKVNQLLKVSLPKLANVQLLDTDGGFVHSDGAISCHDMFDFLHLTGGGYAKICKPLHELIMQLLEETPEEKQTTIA
PAD4 inh: blocks human protein arginine deiminase 4. Q9UM07. recombinant PAD4, RCA probe fluorescence polarization. inhibition, % at 6.36 µM. actives 0.41% (n = 330,000);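 active = percent inhibition above a cutoff equal to the mean of all tested compounds plus 3 SD, cut at about 15% in these data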;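 note: 0% = PAD4 with RCA probe and DMSO and 100% = probe without PAD4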
LYPLA1 counter: blocks human lysophospholipase 1, a PME1 counter-screen; AID 2174; actives 0.16% (n = 320,000); O75608; recombinant LYPLA1, FP-Rh probe fluorescence polarization; inhibition, % at 5.9 µM;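 active = inhibition above the mean of all tested compounds plus 3 SD, set per campaign, cut at about 14% in these data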;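 note: inhibitors block serine hydrolase probe labeling of LYPLA1 so polarization falls; 0% = enzyme with DMSO and 100% = wells lacking LYPLA1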
Fam108B inh: Fam108B inhibition, counter-screen for RBBP9 inhibitors. recombinant Fam108B, FP-Rh probe fluorescence polarization. inhibition, % at 9.51 µM. actives 0.33% (n = 300,000). AID 1947;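 active = inhibition above the screen mean inhibition plus 3 SD, computed separately per campaign, cut at about 18% in these data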;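 note: inhibitors lower polarization as less probe binds the enzyme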
PME-1 primary: blocks human protein phosphatase methylesterase 1; recombinant PME-1, FP-Rh probe fluorescence polarization; inhibition, % at 5.9 µM; actives 0.53% (n = 320,000); AID 2130;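 active = inhibition above the campaign mean of all compounds plus 3 SD, cut at about 26% in these data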;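 note: competitive labeling of PME-1 active site by serine hydrolase directed probe; 0% = PME-1 with DMSO and 100% = wells lacking PME-1 enzyme; inhibitors block probe labeling so polarization falls and inhibition rises; many of its hits are not listed in these tables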
Target sequence (Q9Y570 whole entry, looked up): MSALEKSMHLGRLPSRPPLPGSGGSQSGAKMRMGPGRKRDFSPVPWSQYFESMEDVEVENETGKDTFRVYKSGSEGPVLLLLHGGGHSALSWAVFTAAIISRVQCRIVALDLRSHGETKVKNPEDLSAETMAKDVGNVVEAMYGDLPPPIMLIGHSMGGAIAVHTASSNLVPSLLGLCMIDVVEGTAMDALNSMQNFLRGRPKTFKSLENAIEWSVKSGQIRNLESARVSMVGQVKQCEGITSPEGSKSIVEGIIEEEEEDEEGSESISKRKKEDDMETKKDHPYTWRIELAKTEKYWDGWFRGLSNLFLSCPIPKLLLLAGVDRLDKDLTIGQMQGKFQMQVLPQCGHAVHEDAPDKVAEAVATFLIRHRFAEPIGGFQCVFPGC
pPAFAH FP inh: pPAFAH (human) enzyme inhibition; Q13093; recombinant pPAFAH, FP-rhodamine probe fluorescence polarization; inhibition, % at 3.39 µM; actives 1.5% (n = 330,000);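 active = inhibition above the mean inhibition across the screen plus 3 SD, cut at about 25% in these data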;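 note: inhibitors block binding of the rhodamine activity-based probe so polarization drops; 0% = enzyme with DMSO and 100% = wells lacking pPAFAH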
PAFAH2 inh: PAFAH2 (human) inhibition; actives 0.99% (n = 340,000); Q99487; recombinant PAFAH2, FP-rhodamine activity probe, fluorescence polarization; inhibition, % at 3.39 µM; AID 492956;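 active = inhibition above the mean over all tested compounds plus 3 SD, cut at about 30% in these data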;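 note: inhibitors block probe labeling of enzyme so polarization drops; 0% = enzyme with DMSO and 100% = wells lacking PAFAH2 protein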
Starred values were filed as active, the others as inactive; . = not tested or not shown; & = joins results of further samples.

SMILES	GSTO1 inh	PAFAH1B3 FP inh	PAFAH1B2 FP inh	PAD4 inh	LYPLA1 counter	Fam108B inh	PME-1 primary	pPAFAH FP inh	PAFAH2 inh
COc1ccc(C(=O)Nc2nnc(C3=COCCO3)o2)cc1	2.5	6.4	4.6	-2.9	0.7	0.5	-6.7	-4.4	4.5
COc1cc(NC(=O)Cn2nnc(-c3ccncc3)n2)cc(OC)c1	-1.2	3.6	0.2	4.2	-6.5	-3.0	-51.6	1.2	-6.6
Cc1ccc(C2=NN(C(=O)CCC(=O)O)C(c3ccc4c(c3)OCO4)C2)cc1 (stereo not drawn)	-1.9	6.7	1.6	-5.0	3.8	6.3	-5.1	1.6	10.5
O=C(/C=C/c1ccc2c(c1)OCO2)Nc1nncs1	-2.6	.	.	0.3	3.0	-5.3	-4.7	3.4	.
NC(=S)N=Nc1c(O)[nH]c2cc(F)c(F)cc12	4.5	0.5	1.6	-1.9	-3.1	-0.4	7.8	1.6	7.8
CS(=O)(=O)c1ccc(C(=O)Nc2ccc(-c3nc4ccccc4[nH]3)cc2)cc1	-2.1	-3.3	-4.6	-14.1	-9.2	-9.3	-19.9	-12.2	-9.2
O/N=C1/CCCSc2ccccc21	10.9	1.6	7.3	-2.6	-0.2	1.6	-5.2	-0.9	-2.2
O=C1CCCN2N=C(SCC(=O)Nc3ccc(OC(F)(F)F)cc3)SC2=N1	-4.6	-1.3	0.8	3.8	-0.6	-5.0	-3.0	9.6	-3.6
O=C(Nc1ccccc1C(F)(F)F)c1cc(S(=O)(=O)N2CCC3(CC2)OCCO3)ccc1F	5.2	0.1	24.5*	2.7	-2.1	-2.1	1.8	7.4	5.8
Cc1nn(C)cc1/C=N/NC(=O)c1sc2ccccc2c1Cl	-5.9	13.2	4.8	-3.9	-5.7	2.6	-1.9	7.6	-8.6
O=C(O)/C=C/c1ccc(-n2ccnc2)cc1	0.5	11.0	4.7	-0.2	2.3	2.3	2.3	0.4	-7.0
NS(=O)(=O)c1ccc(CNC(=O)Cn2nc(C(F)F)cc2C(F)F)cc1	.	4.5	-0.5	8.3	0.2	.	3.2	2.6	4.4
COc1ccc(C2N=C(N)N=C(N)N2c2ccccc2)cc1OC (stereo not drawn)	-6.5	1.4	-2.5	3.3	1.4	-3.1	-0.2	3.3	-0.4
Cn1c(CCNC(=O)c2ccco2)nc2cc(NS(=O)(=O)c3ccccc3)ccc21	6.2	0.9	3.6	1.1	3.5	9.7	-2.0	10.9	0.2
COc1ccccc1C1SCCN1S(C)(=O)=O (stereo not drawn)	10.8	0.5	7.7	-0.8	-1.0	-0.8	3.5	-0.1	1.8
CC(C)COP(=O)(c1ccc(N(C)C)cc1)C(O)c1ccccn1 (stereo not drawn)	-2.4	1.6	-2.1	-3.3	-3.8	-1.2	5.5	-4.1	-1.9
CC(C)n1c(CCCO)nc2ccccc21	3.8	9.6	1.9	-0.3	3.0	0.2	-0.5	-3.5	5.0
CC(=O)N1CCC2(CC1)NC(=O)N(c1ccccc1)N2	7.1	6.5	-0.2	-0.2	-2.7	3.4	-7.4	0.4	9.7
CC(C)CCNC(=S)Nc1ccc([N+](=O)[O-])cc1	1.3	3.0	4.9	0.9	-5.8	1.9	-0.1	0.7	1.0
Cc1nn(C)c(C)c1C1Nc2ccccc2C(=O)N1O (stereo not drawn)	4.5	1.0	-0.3	-4.5	2.6	-1.4	-1.8	1.8	-9.4
Cc1ccnc(NC(=O)CCC2CCCCC2)c1	-6.8	1.6	8.4	-0.3	3.3	1.9	0.6	7.8	14.1
Cc1ccc(C(=O)OC(C)C(=O)NC2CCCCC2C)cc1S(=O)(=O)N1CCOCC1 (stereo not drawn)	1.8	5.2	-1.7	1.2	0.2	-1.6	-0.6	7.8	0.4
CCOC(=O)N1CCN(C(=O)c2cn(C)c3ccc(S(=O)(=O)N(C)C4CCCCC4)cc3c2=O)CC1	1.4	-0.5	0.8	2.6	3.2	2.1	1.0	7.6	-0.6
O=C1NC(=O)/C(=C\c2cn(Cc3ccccc3F)c3ccccc23)N1	0.7	10.1	3.2	3.6	-1.6	4.1	10.5	20.7	5.8
Cc1c(/C=N/NC(=O)C(NC(=O)c2ccc3c(c2)OCO3)C(C)C)c2ccccc2n1C (stereo not drawn)	1.5	7.0	0.5	2.6	-5.2	-0.2	4.3	9.7	-4.2
COc1ccc(S(=O)(=O)N(CC(=O)O)c2ccc(C)cc2)cc1	2.1	7.3	-1.5	4.0	1.1	0.8	-5.7	3.0	10.4
COc1cc(C2CC(=O)Oc3cc(C)cc(C)c32)cc(OC)c1OC (stereo not drawn)	.	2.1	2.1	-2.8	.	.	.	0.4	-5.3
COc1ccccc1NC(=O)NCCN1C(=O)C2C3C=CC(C3)C2C1=O (stereo not drawn)	1.6	-0.7	1.1	-1.5	3.5	2.1	2.0	-3.4	-3.1
COc1ccc(/C=N/NC(=O)c2cccc([N+](=O)[O-])c2)cc1OS(=O)(=O)c1ccccc1	1.0	-3.3	7.3	3.0	2.1	31.5*	2.4	2.6	-48.5
C=CCn1c(SCc2ccccc2)nc2scc(-c3ccc(C)o3)c2c1=O	-0.3	7.0	4.1	-0.3	-2.4	-4.6	-1.1	-6.6	-2.1
C[C@@H]1CN(Cc2nc(-c3cnccn3)no2)C[C@H](C)O1	-2.2	7.5	0.1	0.3	-0.3	3.0	-2.6	4.8	-5.0
Cn1c(-c2ccc3c(c2)OCO3)cc(=O)c2ccccc21	0.4	9.2	5.8	-0.4	4.0	1.1	6.1	0.8	6.2
O=C(CCC1CCCC1)Nc1ccc(OCC(=O)N2CCOCC2)cc1	-2.2	6.3	-3.8	-2.8	-1.9	4.1	-0.8	4.3	0.0
COc1ccc(CCNC(=O)C(=O)NCC2OCCN2S(=O)(=O)c2ccccc2)cc1OC (stereo not drawn)	6.6	-2.3	4.0	-0.6	-1.1	1.0	-1.4	4.2	5.9
Cc1cc(=O)[nH]c(N=N/C(=N/Nc2ccc(O)cc2)c2ccccc2)n1	52.2*	8.4	4.6	-6.9	3.1	1.9	2.4	5.5	12.7
COc1cc(C2NCCC(=O)C2(C)C)cc(OC)c1OC (stereo not drawn)	1.4	-3.0	-3.6	-0.6	2.4	-2.3	-5.9	5.1	3.2
Cn1c(SCC(=O)N2CCOCC2)nnc1-c1ccco1	1.1	1.2	-1.8	0.5	2.2	-0.2	1.9	3.3	-8.9
CC1(C)Cc2c(ccc3ccccc23)/C(=C/C(=O)N2CCCCC2)N1	0.8	-1.9	-2.9	-8.7	3.0	-0.5	2.0	3.5	4.2
Cc1ccc(C(=O)OC(C)C(=O)c2cc(C)c(C)cc2C)o1 (stereo not drawn)	4.1	0.1	3.0	-4.2	-0.3	-0.1	-2.8	12.3	5.1
CCN1CCN(C(=O)Cn2nc(C)c3sc4ccccc4c3c2=O)CC1	5.9	0.4	0.7	-1.2	1.6	1.8	-4.8	4.3	7.5
CCCc1nnc(NC(=O)CCC(=O)N2CCN(Cc3ccc(OC)c(F)c3)CC2)s1	7.5	2.2	-2.7	4.4	-1.1	-2.6	-8.3	-1.2	5.3
Cc1ccc(Nc2nc(N)[nH]c(=O)c2N=O)cc1	18.8	15.0	8.4	0.2	0.7	3.0	6.8	13.7	-1.2
Cc1cccc(/C(N)=N/OC(=O)c2ccccc2Cl)c1	6.0	2.2	2.4	-4.5	-4.8	0.1	-1.8	-0.7	-5.1
C[c-]1[c-](C)[c-](C)[c-](C)[c-]1C.[Fe].c1cc2nccc(N3CCCC3)[c-]2c1 (stereo not drawn)	-2.6&9.6	11.5&2.1	3.8&-1.1	-8.1&-6.1	-2.2&-0.4	3.9&-0.7	-1.6&4.1	5.8&6.8	14.4&4.4
O=C(NNC(=S)Nc1ccccc1Cl)c1ccncc1	-3.8	13.1	6.6	2.4	2.0	0.6	3.8	-1.4	9.7
O=C(CSc1nnnn1-c1ccc2c(c1)CCC2)Nc1ccc2c(c1)OCCO2	2.7	2.7	-1.0	-2.0	-10.5	0.8	3.5	5.0	3.6
O=C(CSc1oc(-c2ccco2)nc1S(=O)(=O)c1ccccc1)NCC1CCCO1 (stereo not drawn)	-0.1	1.4	0.6	-0.3	-2.2	-1.7	2.7	5.0	11.8
CC(C)CN(C(=O)c1cc(=O)[nH]c2ccccc12)c1c(N)n(Cc2ccccc2)c(=O)[nH]c1=O	-6.6	-3.7	1.1	1.6	1.3	2.9	-6.6	4.3	5.6
Cc1ccccc1NC(=O)c1ccc2nccnc2c1	-2.2	-0.2	-4.2	-1.6	2.6	-0.6	-1.2	7.0	-0.2
CCC1CCCCN1S(=O)(=O)c1ccc2c(c1)CCN2C(=O)C1CCC1 (stereo not drawn)	8.3	7.4	1.6	-4.2	4.6	-1.9	2.7	1.4	9.6
CC(=O)NC(CC(=O)NCCN1C(=O)S/C(=C\c2ccccc2)C1=O)c1ccccc1 (stereo not drawn)	7.0	12.6	4.2	-3.5	-1.0	-0.6	-0.9	4.4	-1.9
O=C(Cn1sc2ccccc2c1=O)N1CCN(C(=O)c2ccco2)CC1	7.2	5.3	-0.4	1.0	2.1	-0.9	1.9	22.1	-3.4
O=C(CSC1=NS(=O)(=O)c2cc(Cl)ccc2N1)Nc1ccccc1F	3.6	10.6	5.1	2.4	-3.5	-3.8	-9.2	-7.7	10.2
COc1ccc(/C=C2/N=C3CCCCCN3C2=O)cc1	1.1	3.5	3.0	2.1	0.4	-1.5	-9.6	-11.1	-3.9
CC(C)CC(=O)Nc1c2c(nn1-c1ccc([N+](=O)[O-])cc1)CS(=O)(=O)C2	4.9	7.3	3.0	4.4	7.5	6.2	2.6	1.0	-3.3
Cc1c(NC(=O)C(C)OC(=O)CCc2c[nH]c3ccccc23)c(=O)n(-c2ccccc2)n1C (stereo not drawn)	-2.6	6.0	4.9	2.5	-0.8	0.1	-3.3	2.1	4.1
O=C(CCC(=O)c1cccs1)Nc1ncccc1O	10.4	-1.8	-2.1	-3.2	-2.8	0.0	-0.7	11.3	15.7
COc1ccc2c3c([nH]c2c1)C1CC2C(CC(O)C(OC)C2CO)CN1CC3 (stereo not drawn)	10.9	6.0	6.5	5.3	0.2	3.1	3.8	4.5	7.7
Cc1nn(-c2ccccc2)c(Cl)c1C(=O)OC(C)C(=O)Nc1ccc2c(c1)OCO2 (stereo not drawn)	2.3	0.3	-1.0	-4.8	-1.6	0.1	1.1	6.8	3.7

Three entries out of the list above, ordered by the value under PAFAH2 inh, low to high:
structure,PAFAH2 inh
Cc1ccccc1NC(=O)c1ccc2nccnc2c1,-0.2
Cc1nn(-c2ccccc2)c(Cl)c1C(=O)OC(C)C(=O)Nc1ccc2c(c1)OCO2 (stereo not drawn),3.7
CC(C)CN(C(=O)c1cc(=O)[nH]c2ccccc12)c1c(N)n(Cc2ccccc2)c(=O)[nH]c1=O,5.6

Not all compounds are listed (hit frequency here may not be typical).
